TRb SRC2 PPI – TRbeta-SRC2 interaction inhibition; P10828; TRbeta-SRC2 peptide binding, fluorescence polarization; receptor liganded with 1 µM T3; Potency, µM (highest dose often 106 µM), inactives show at the highest dose activity change, negative = inhibition, usual class: inhibitors; 280,000 compounds, 0.065% hits; AID 1469;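 note: plate controls were bound peptide for no effect and peptide without receptor for full effect; nearly all actives have a fitted effect of over 50% in size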
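Fluorescence polarization of 20 nM Texas Red SRC2 peptide (20-aa NR interaction domain) bound to 0.6 uM human TRb ligand-binding domain, with 1 uM T3, after 5 hr at ambient temperature; inhibition seen as decreased polarization.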
ALDH1A1 inh – inhibitors of human aldehyde dehydrogenase 1A1 | P00352 | Purified ALDH1A1, NADH fluorescence, propionaldehyde substrate | Potency, µM (series often up to 75.3 µM), without a hit: at the highest dose activity, negative = inhibition, actives largely listed as inhibitors | 220,000 compounds, 7.3% hits | AID 1030; active = well fitted inhibition curve with a large enough effect, not every such curve was filed as active; inconclusive = small, poorly fitted or top-dose-only effect, or another doubt; inactive = no such curve, though single readings can be large or run the other way;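 note: plate controls were no enzyme wells and a reference inhibitor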
Tau fibril FP – inhibitors of human tau fibril formation; P10636; K18 P301L tau heparin fibrillization, Alexa594 FP, 6 h; Potency, µM (series often up to 57.7 µM), for the others: at the top dose activity, negative = inhibition, hits mostly inhibitors; 280,000 compounds, 0.39% hits; AID 1468; note: nearly all actives have a fitted effect of over 55% in size
Target sequence (P10636 561-689 P618L limits assumed): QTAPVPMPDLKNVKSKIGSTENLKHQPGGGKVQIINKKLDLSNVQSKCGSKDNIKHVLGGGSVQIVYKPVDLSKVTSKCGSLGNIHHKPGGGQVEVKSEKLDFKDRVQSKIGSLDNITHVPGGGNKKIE
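Recombinant K18 P301L […], labeled with Alexa 594 at 0.24 uM over 15 uM unlabeled; heparin inducer 20 uM final; 37 C, 6 hr; FP endpoint.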
L3MBTL1 block – blocks human L3MBTL1 | AID 485360 | Potency, µM (highest dose often 57.1 µM), for inactives: top-dose activity, negative = inhibition, hits mostly inhibitors | AlphaScreen L3MBTL1–H3K9me1 peptide binding | Q9Y468 | 230,000 compounds, 0.66% hits; note: nearly all actives have a fitted effect of over 60% in size
Target sequence (Q9Y468 whole entry, looked up): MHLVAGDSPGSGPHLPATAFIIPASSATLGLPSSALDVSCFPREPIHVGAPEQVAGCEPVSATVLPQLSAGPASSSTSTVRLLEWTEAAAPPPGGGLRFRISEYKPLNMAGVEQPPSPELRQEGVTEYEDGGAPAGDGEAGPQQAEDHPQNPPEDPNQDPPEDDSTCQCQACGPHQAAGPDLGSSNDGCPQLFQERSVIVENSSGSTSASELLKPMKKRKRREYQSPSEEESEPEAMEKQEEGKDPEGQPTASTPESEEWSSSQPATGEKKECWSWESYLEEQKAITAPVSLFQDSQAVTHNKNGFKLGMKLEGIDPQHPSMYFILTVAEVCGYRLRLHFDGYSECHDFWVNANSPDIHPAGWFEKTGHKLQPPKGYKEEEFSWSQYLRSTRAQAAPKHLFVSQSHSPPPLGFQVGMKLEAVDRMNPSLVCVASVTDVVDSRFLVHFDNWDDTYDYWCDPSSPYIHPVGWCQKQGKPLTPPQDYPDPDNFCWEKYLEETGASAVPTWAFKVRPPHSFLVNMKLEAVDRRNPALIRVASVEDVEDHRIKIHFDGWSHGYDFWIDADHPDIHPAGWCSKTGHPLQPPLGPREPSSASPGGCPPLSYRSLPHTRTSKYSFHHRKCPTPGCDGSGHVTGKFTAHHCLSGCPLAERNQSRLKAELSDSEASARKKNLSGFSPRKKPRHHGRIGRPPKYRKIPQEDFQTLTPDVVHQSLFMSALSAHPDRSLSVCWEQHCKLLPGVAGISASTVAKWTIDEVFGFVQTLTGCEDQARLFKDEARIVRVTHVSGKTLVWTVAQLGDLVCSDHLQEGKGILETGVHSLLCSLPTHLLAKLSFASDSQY
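L3MBTL1 (50 nM) pre-complexed 30 min with biotinylated H3(1-15)K9me1 peptide (75 nM), then compounds added for 30 min at room temperature; AlphaScreen streptavidin donor/nickel chelate acceptor beads (10 ug/mL final) read after 30 min dark incubation.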
TexasRed fluor – Texas Red fluorescence interference in TRb-SRC2 counter-screen. TRb/SRC2 Texas Red total fluorescence interference. Potency, µM (titrated, usually from 106 µM), inactives show at the highest dose fluorescence change, negative = quenching. 280,000 compounds, 0.29% hits; active = well fitted curve in either direction with a large enough effect; inconclusive = small, poorly fitted or top-dose-only effect
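Human TRβ ligand-binding domain (0.6 uM) and Texas Red SRC2 peptide (20 nM) in Tris buffer with 1 uM T3 and 5% DMSO were incubated with pinned compound for 5 hr at ambient temperature. Total fluorescence was computed as S + 2P (555/632 nm).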
Tau fluor cs – counter-screen for tau fibril formation inhibitors; tau K18 P301L Alexa594 fluorescence, heparin fibrillization; Potency, µM (titrated, usually from 57.7 µM), for the others: top-dose activity change, negative = decrease; 280,000 compounds, 0.93% hits; note: nearly all actives have a fitted effect of over 55% in size
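Human K18 P301L tau (15 uM unlabeled plus 0.24 uM Alexa 594-labeled, final) in 100 mM sodium acetate pH 7 was mixed with compound and 20 uM heparin and incubated 6 hr at 37 C.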
Tau fibril ThT – tau fibrillization inhibition (ThT binding). P10636. recombinant tau K18 P301L, heparin-induced fibrillization, ThT fluorescence. Potency, µM (top dose mostly 57.4 µM), without a hit: at the highest dose activity, negative = inhibition, hits mostly inhibitors. 270,000 compounds, 2.1% hits. AID 1460; note: nearly all actives have a fitted effect of over 55% in size
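ThT emission at 510 nm, taken 1 hr after adding 30 uM dye, quantifies aggregates formed when 20 uM heparin acts on human tau K18 P301L for 6 hr at 37 C.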
GLA spleen mod – inhibitors or activators of human alpha-galactosidase in spleen homogenate. Potency, µM (top dose mostly 80 µM), for the others: at the highest dose activity change, negative = inhibition, hits mostly inhibitors. P06280. AID 2107. human spleen homogenate, 4MU-alpha-Gal fluorescence, 40 min. 240,000 compounds, 0.008% hits;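 note: 0% = enzyme with vehicle and -100% = no enzyme basal signal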
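Inhibition or activation of alpha-galactosidase in human spleen homogenate is scored by 4-MU fluorescence after 40 min at 37C, pH 5.0, with 1 mM substrate. AC50s come from concentration-response fitted to the Hill equation.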
Starred values were filed as active, the others as inactive; ? = inconclusive; . = no result given; [ ] = another dose, or the depositor's remark. Unless noted, calls come from the whole dose curve; as a rule, active = well fitted curve in the direction sought with a large enough effect; inconclusive = small, poorly fitted or top-dose-only effect, or another doubt; inactive = no such curve, though single readings can be large; an effect the other way counts as inactive or inconclusive. Unless noted, % is set by controls: 0 for no effect and ±100 for the full control effect; potency is the fitted concentration of half-maximal effect.

SMILES | TRb SRC2 PPI | ALDH1A1 inh | Tau fibril FP | L3MBTL1 block | TexasRed fluor | Tau fluor cs | Tau fibril ThT | GLA spleen mod
C/C(=N\NC(=O)C1CC1c1ccccc1)c1cccc([N+](=O)[O-])c1 (stereo unspecified) | -1% | 6% | -9% | 5% | -1% | -10% | -5% | 2%
CC(C)=CCN1CCN(CC#Cc2ccccc2)CC1CCO (stereo unspecified) | -2% | ? | -3% | 11% | -4% | -6% | -6% | 5%
CCOC(=O)N1CCC(NC(=O)CCCN2C(=O)CSc3ncccc32)CC1 | 3% | -7% | 1% | . | 0% | 6% | -1% | 0%
N#Cc1ccc(COC(=O)c2ccccn2)cc1 | 1% | -1% | -5% | 0% | 1% | 0% | 2% | 2%
Cc1nc(CNC(=O)c2ccccc2OC2CCN(S(C)(=O)=O)CC2)cs1 | -1% | -8% | -3% | 16% | -1% | -5% | 0% | 9%
Cc1cc(C(F)(F)F)nc(SCC(=O)NC2CC3CCC2C3)n1 (stereo unspecified) | 5% | -4% | 0% | 5% | 1% | 1% | 1% | -7%
O=S(=O)(c1cccs1)N1CCN(Cc2ccccc2)CC1 | -1% | -10% | 3% | 4% | 0% | -1% | 0% | 7%
COC(=O)CN1C(=O)COc2ccc(Cl)cc21 | 13% | 2% | -1% | 2% | 0% | -10% | -7% | 2%
COc1ccccc1NC(=S)NCCc1c[nH]c2ccccc12 | 1% | 3% | 14% | -14% | -4% | -25% | -13% | -19%
COCCn1c(C)cc(O)c(C(c2ccccc2)N2CCCCC2)c1=O (stereo unspecified) | 3% | . | -2% | . | -3% | 4% | -12% | .

Fetched one by one from the list above, 3 records:
SMILES | TRb SRC2 PPI | ALDH1A1 inh | Tau fibril FP | L3MBTL1 block | TexasRed fluor | Tau fluor cs | Tau fibril ThT | GLA spleen mod
C/C(=N\NC(=O)C1CC1c1ccccc1)c1cccc([N+](=O)[O-])c1 (stereo unspecified) | -1% | 6% | -9% | 5% | -1% | -10% | -5% | 2%
Cc1cc(C(F)(F)F)nc(SCC(=O)NC2CC3CCC2C3)n1 (stereo unspecified) | 5% | -4% | 0% | 5% | 1% | 1% | 1% | -7%
COCCn1c(C)cc(O)c(C(c2ccccc2)N2CCCCC2)c1=O (stereo unspecified) | 3% | . | -2% | . | -3% | 4% | -12% | .

The list continues:
SMILES | TRb SRC2 PPI | ALDH1A1 inh | Tau fibril FP | L3MBTL1 block | TexasRed fluor | Tau fluor cs | Tau fibril ThT | GLA spleen mod
CCOc1cc(/C=N/NC(=O)CN2CCCCC2)ccc1OCc1ccc(Cl)cc1 | -3% | -1% | 12% | -9% | 0% | -5% | -5% | -10%
Cc1ccc(C(=O)c2c(NC(=O)c3ccncc3)sc3c2CCCC3)cc1 | 4% | 5% | -4% | ? | -3% | -23% | ? | 7%
COC(=O)c1ccc(C(=O)OC)c(NC(=O)CSc2ccccn2)c1 | -2% | -9% | -5% | . | -3% | -12% | -18% | 10%
CCN(CC)c1ccc(C2C(C(=O)Nc3ccccn3)=C(C)NC3=C2C(=O)CC(C)(C)C3)cc1 (stereo unspecified) | -6% | ? | 8% | -12% | -1% | -15% | -10% | -1%
Brc1ccc2nc(-c3ccccc3)c(Nc3ccc4c(c3)OCO4)n2c1 | 3% | . | 5% | . | 1% | ? | -1% | .
O=[N+]([O-])c1ccc(CSc2nnc(Cc3ccccc3)n2-c2ccc(F)cc2)cc1 | 12% | 3% | 9% | -17% | 7% | 6% | 11% | 10%
CC(=O)Nc1sc(N/N=C/c2ccccc2)nc1-c1ccc(C)cc1 | 2% | . | 4% | -17% | -3% | ? | ? | -8%
CCOC(=O)CSc1nc(-c2ccccc2)ns1 | 4% | ? | 3% | 52%[activator] | -1% | 2% | -3% | 2%
COc1ccc2c(Sc3ccc(C)cc3)c(C(=O)NC(C)c3ccccc3)[nH]c2c1 (stereo unspecified) | -5% | . | 1% | . | -1% | -6% | 2% | .
O=[N+]([O-])c1cccc(-c2ccn[nH]2)c1 | -1% | -2% | 6% | 1% | -2% | -5% | -4% | -2%
Cc1nc(SC2CCOC2=O)c2c(C)c(C)sc2n1 (stereo unspecified) | -5% | 22µM* | 4% | -8% | -1% | -3% | -7% | -3%
COC(CNC(=O)C(C)n1nc(C)c2ccccc21)OC (stereo unspecified) | -5% | 15% | -14% | . | 0% | -18% | -7% | 2%
CCOC(=O)Cn1nc(C)n(-c2ccc(Cl)cc2)c1=O | -8% | 7% | 2% | -3%[11.4 µM] | -5% | 3% | 1% | 1%
COc1ccc(CNC(=O)C2CCN(S(=O)(=O)c3ccc(F)cc3)CC2)cc1 | -1% | . | 2% | . | -2% | -6% | 4% | .
Cc1cc(C(=O)N/N=C/c2cccc([N+](=O)[O-])c2)c(C)n1-c1ccccc1 | -2% | -4% | 5% | 0% | 0% | -23% | ? | -6%
Cc1cc(C)cc(NC(=O)Nc2c[nH]c(=O)[nH]c2=O)c1 | 0% | . | 0% | . | -1% | -13% | -15% | .
COc1ccc(S(=O)(=O)NCCS(=O)(=O)N2CCN(c3ccccc3F)CC2)cc1 | 1% | . | 0% | . | ? | -15% | -2% | .
C1=C(c2ccccc2)CCN(c2nc3ccccc3n3cnnc23)C1 | -3% | 28µM* | 8% | . | 5% | -13% | ? | 6%
CCC(=O)NS(=O)(=O)c1cccnc1Nc1ccc(Cl)cc1 | 4% | 5% | -1% | . | 2% | -5% | -5% | 3%
CCOc1ccc(C(=O)NCC(c2cccs2)N(C)C)cc1 (stereo unspecified) | -8% | -4% | -3% | -41% | -1% | -16% | -16% | 10%
O=C(N/N=C/c1sc2ccccc2c1O)c1ccccc1 | 5% | ? | -7% | -11% | -2% | ? | ? | 3%
CCOc1ccc(C(C)=O)cc1CC(C(N)=O)C(N)=O | 3% | -12% | 6% | . | -1% | -3% | -11% | -3%
CC1(C(=O)O)CCC(C(=O)NCCc2ccccc2)C1(C)C (stereo unspecified) | -5% | 10% | -13% | 11% | -5% | -6% | -3% | 1%
CC(=O)c1ccc(C(=O)N(Cc2cccnc2)c2nc3c(C)c(C)ccc3s2)cc1 | -4% | . | -5% | . | 0% | -18% | ? | .
O=C(NCC(c1ccc2c(c1)OCO2)N1CCN(c2ccccc2)CC1)c1ccccc1F (stereo unspecified) | 5% | . | 9% | . | -2% | -16% | -15% | .
Cc1ccc2cc(C#N)c(NCc3ccco3)nc2c1 | 5% | ? | -11% | . | 1% | -5% | -3% | 26%
C/C(=N\OC(=O)C1CC1)C1CC1c1ccc(F)cc1 (stereo unspecified) | -5% | 6% | -8% | -17% | -4% | 0% | -1% | 2%
Cc1ccc(NC(=S)Nc2cc(-c3ccccc3)[nH]n2)cc1Cl | -3% | ? | ? | . | -3% | ? | -10% | 4%
COc1ccc(OC)c2sc(N3CCN(C(=O)CCS(=O)(=O)c4ccc(F)cc4)CC3)nc12 | 7% | . | -7% | . | -1% | -18% | ? | .
COC(=O)Cc1c(O)ccn(Cc2cccc(C(F)(F)F)c2)c1=O | 0% | -4% | 3% | 3% | -3% | -3% | -4% | 6%
Cc1ccnn1CC(=O)N/N=C/c1cn[nH]c1-c1ccccc1 | 2% | . | 2% | 3% | -1% | -3% | 3% | 1%
CCOP(=O)(OCC)C(NC(=O)C(F)(F)F)c1ccccc1 (stereo unspecified) | -1% | 15% | -3% | 3% | 0% | -4% | -1% | 0%
CC1=C(NCCc2ccccc2)CCC1=O | -3% | 4% | -1% | 3% | -1% | -5% | -12% | 4%
CC(=O)N1c2c(cc(Br)cc2S(=O)(=O)Nc2ccc(OC(F)(F)F)cc2)CC1C (stereo unspecified) | 7% | . | -13% | . | -3% | ? | -9% | .
COC(=O)c1ccccc1NC(=O)CSCC(=O)Nc1ccccc1OC | -1% | 6% | 1% | 0% | -3% | -12% | -16% | 16%
CCCOn1c(-n2nc(C)cc2C)nc2ccccc2c1=O | -2% | 5% | 4% | . | 0% | -1% | -13% | 5%
CC(=O)/C(C)=N/O | -8% | 5% | 2% | . | ? | -2% | -1% | 25%
COc1ccc(NC(=O)CCc2c(C)nn(-c3ccc(N4CCCCC4)nn3)c2C)cc1Cl | 2% | . | 8% | . | -3% | -29% | ? | .
Cc1nnc(SCC(=O)N2CCC(c3noc4ccc(F)cc34)CC2)s1 | -15% | 3% | 3% | -2% | 3% | 1% | 1% | 20%
CCOC(=O)CSC1=C(C#N)C(c2ccccc2C)C2=C(CCCC2=O)N1 (stereo unspecified) | -5% | ? | -2% | . | -4% | -14% | -15% | 8%
COc1cc2c(C#N)c(N3CCCC3)nc(N)c2c(N)n1 | 10% | . | 11% | ? | 1% | ? | ? | ?
CC(C)(C)C1(C)OC(C(=O)NC2CCCCC2)C(C(=O)NC2CCCCC2)O1 (stereo unspecified) | 8% | 8% | 5% | 1% | 1% | 3% | -6% | 1%
CCOC(=O)C1(C(F)(F)F)N=C(N(C)C)OC(N(C)C)=N1 | -5% | 6% | -4% | 0% | -2% | -7% | -7% | -22%
CC(C)[C@H](NC(N)=O)C(=O)Nc1ccc(F)c(Cl)c1 | -4% | 9% | 0% | 18% | 1% | -3% | 1% | -8%
CCC(=O)Nc1ccccc1-c1nc2ccccc2n(CC(=O)c2ccc(Cl)cc2)c1=O | 5% | . | 2% | . | 0% | -8% | -10% | .
O=C(CSc1nnc(-c2ccccc2Cl)o1)Nc1ccc2c(c1)OCCO2 | -9% | 20µM* | -5% | -1% | -4% | -19% | -13% | 2%
Fc1ccc(NC(=S)N2CCN(c3ncccn3)CC2)cc1 | -1% | 2% | -7% | 0% | -4% | -4% | -10% | -1%
NC(=O)C1CCN(C(c2ccccc2Cl)c2nnnn2Cc2ccc3c(c2)OCO3)CC1 (stereo unspecified) | 2% | 0% | 0% | 1% | -3% | 4% | -8% | -3%
COc1cc(OC)c2ccc(=O)oc2c1C(CCN1CCOCC1)c1ccc2c(c1)OCO2 (stereo unspecified) | 1% | 14% | 10% | 5% | -1% | -12% | -10% | 0%

Quoted from the results shown for reference:
SMILES | TRb SRC2 PPI | ALDH1A1 inh | Tau fibril FP | L3MBTL1 block | TexasRed fluor | Tau fluor cs | Tau fibril ThT | GLA spleen mod
COc1cc2c(C#N)c(N3CCCC3)nc(N)c2c(N)n1 | 10% | . | 11% | ? | 1% | ? | ? | ?
CC(C)(C)C1(C)OC(C(=O)NC2CCCCC2)C(C(=O)NC2CCCCC2)O1 (stereo unspecified) | 8% | 8% | 5% | 1% | 1% | 3% | -6% | 1%

From PubChem
